Screening results deposited in PubChem BioAssay by several laboratories.
UGM FP inh = inhibitors of M. tuberculosis UDP-galactopyranose mutase | P9WIQ1 | purified UGM, fluorescence polarization probe displacement | inhibition, % at 10 µM | 320,000 tested, 0.06% active; in the data active = inhibition above about 10%, passing the limit was not always enough
FBA Mtb inh = Mtb fructose-bisphosphate aldolase inhibition; P9WQA3; purified M. tuberculosis FBA, fluorescence read-out; inhibition, % at 1 µM; 360,000 tested, 2.3% active; AID 588726; in the data active = inhibition above about 27%;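 note: 0% = vehicle and 100% = reference inhibitor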
TcdB inh = blocks C. difficile toxin B glycohydrolase activity; P18177; TcdB glycohydrolase enzymatic assay, plate reader; inhibition, % at 9.99 µM; 350,000 tested, 0.24% active; AID 652162; in the data active = inhibition above about 10%
FadD28 FP inh = inhibitors of Mycobacterium tuberculosis FadD28 bisubstrate binding; FadD28 bisubstrate probe binding, fluorescence polarization; inhibition, % at 12.5 µM; 360,000 tested, 0.22% active; in the data active = inhibition above about 8.5%, passing the limit was not always enough
Mtb BioA inh = inhibitors of Mycobacterium tuberculosis BioA enzyme | purified M. tuberculosis BioA enzyme, plate reader | 360,000 tested, 0.096% active | inhibition, % at 9.99 µM; in the data active = inhibition above about 40%
PfHsp40 rescue = compounds rescuing yeast from Plasmodium falciparum HSP40 toxicity; 340,000 tested, 0.68% active; S. cerevisiae expressing PfHsp40, growth rescue, ATP luminescence; growth rescue, % at 12.5 µM; in the data active = growth rescue above about 28%, passing the limit was not always enough;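 note: yeast W303a lacking pdr1 and pdr3 grown in galactose medium; growth measured after three days at 30 °C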
GDH-TPI inh = counter-screen for M. tuberculosis FBA inhibitors: GDH-TPI coupled enzymes; 360,000 tested, 1.2% active; inhibition, % at 4.8 µM; AID 588335; GDH-TPI coupled enzyme counterscreen, NADH absorbance; in the data active = inhibition above about 30%;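 note: 0% = DMSO wells and 100% = wells lacking the enzyme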
BH1578 lux ind = induces V. cholerae light production without autoinducers; activation, % at 18.7 µM; 350,000 tested, 0.16% active; V. cholerae BH1578 lux reporter, luminescence, 6 h; in the data active = activation mostly above about 9.7%, no sharp cut-off; note: not every result past the cut was called active; inactives centre near 0; reference of the scale not given here
Yp Topo-I inh = Y. pestis Topo-I inhibition via cleavage products; Y. pestis Topo-I cleavage product accumulation, plate reader; activity, % at 10 µM; 360,000 tested, 0.064% active; AID 504884; in the data active = activity above about 50%, passing the limit was not always enough; note: inactives centre near 2
Numbers without * were called inactive; i = inactive; . = no result given; + = active, no number; & = joins results of further samples. Outcome played no part in choosing rows; about 4.6% have a hit in one of these screens.

SMILES	UGM FP inh	FBA Mtb inh	TcdB inh	FadD28 FP inh	Mtb BioA inh	PfHsp40 rescue	GDH-TPI inh	BH1578 lux ind	Yp Topo-I inh
CCOc1ccc(N2CC(C(=O)NCCN3C(=O)S/C(=C/c4cccnc4)C3=O)CC2=O)cc1 (configuration not stated)	.	1	1.2	-2.3	-0.9	0.7	20	2.1	10
Nc1nc(NCC(=O)O)nc(N2CCCCCC2)c1[N+](=O)[O-]	2.2	1	0.5	.	-1.9	0.7	11	-0.6	6
CCc1nnc(NC(=O)CCC(=O)N2CCN(C3CCCCC3)CC2)s1	1.0	2	2.4	-0.6	-1.3	-1.1	4	i	0
Nc1cc([N+](=O)[O-])cc2oc(-c3ccccc3)cc12	2.5	-5	-0.4	-2.7	-1.3	2.7	12	i	-33
NC(=O)CC(NC(=O)Cc1ccc(Cl)cc1)c1ccc(NC2CCCCCC2)c([N+](=O)[O-])c1 (configuration not stated)	0.7	0	.	1.8	-2.5	-0.9	2	i	1
CC1(C)CC(=O)C(N=Nc2c(F)cccc2F)=C(O)C1	-1.4	-3	-1.0	0.1	0.6	-0.8	8	-0.1	-2
CC(C)c1cc(=O)n2[nH]c(SCc3ccc(Cl)cc3)nc2n1	-1.0	-2	0.4	-3.4	0.1	-0.5	1	i	3
CCOC(=O)c1[nH]c(C)c(C(=O)NCC2CCCO2)c1C (configuration not stated)	0.3	3	.	-0.8	1.4	-1.5	2	i	3
COc1ccc(CCNC(=O)c2ccco2)cc1OC	1.5	6	1.0	0.5	.	0.3	3	-0.4	-6
CCOC(=O)C1Cn2c(nc3c(c2=O)C(C)(CC)Cc2ccccc2-3)S1 (configuration not stated)	-1.0	8	.	-1.0	0.7	1.4	12	5.9	7

Entries of single compounds from above.
NC(=O)CC(NC(=O)Cc1ccc(Cl)cc1)c1ccc(NC2CCCCCC2)c([N+](=O)[O-])c1 (configuration not stated) is listed as UGM FP inh: 0.7; FBA Mtb inh: 0; TcdB inh: .; FadD28 FP inh: 1.8; Mtb BioA inh: -2.5; PfHsp40 rescue: -0.9; GDH-TPI inh: 2; BH1578 lux ind: i; Yp Topo-I inh: 1
CCOc1ccc(N2CC(C(=O)NCCN3C(=O)S/C(=C/c4cccnc4)C3=O)CC2=O)cc1 (configuration not stated) is listed as UGM FP inh: .; FBA Mtb inh: 1; TcdB inh: 1.2; FadD28 FP inh: -2.3; Mtb BioA inh: -0.9; PfHsp40 rescue: 0.7; GDH-TPI inh: 20; BH1578 lux ind: 2.1; Yp Topo-I inh: 10

(next part)
SMILES	UGM FP inh	FBA Mtb inh	TcdB inh	FadD28 FP inh	Mtb BioA inh	PfHsp40 rescue	GDH-TPI inh	BH1578 lux ind	Yp Topo-I inh
CN1CCC(N(C)S(=O)(=O)c2ccc(NC(=O)COc3ccc(Cl)cc3)cc2)CC1	0.9	0	0.0	-5.0	-1.0	-0.4	2	-0.6	-21
CC12CN3CC(C)(CN(C1)C3c1cccnc1)C2=O (configuration not stated)	-0.8	-3	.	1.3	-1.0	1.0	0	2.9	1
CC(C)(C)C1CCC(CN2C(Nc3ccccc3)=NC[C@@H]2Cc2ccccc2)CC1 (some centres not stated)	-1.2	-2	1.4	-5.9	2.0	0.2	0	-2.1	1
Cc1ccc(C2C(C(=O)c3ccco3)=C(O)C(=O)N2c2ncccn2)cc1 (configuration not stated)	0.5	1	1.7	-2.8	-0.9	0.7	20	i	-3
C=CC[N+](C)(C)CC(=O)OCc1ccccc1	0.2	-2	1.5	-1.9	-1.4	-0.1	-7	-0.4	-4
Cc1ccc(SCc2c(C#N)c3ccccc3n2C)cc1	-1.7	8	.	-0.7	0.3	-0.8	4	i	9
Cc1ccc([N+](=O)[O-])c(OCCN2CCc3ccccc3C2)c1	-0.4	-2	-0.6	0.1	1.0	-0.9	3	i	37
Cc1ccc(NS(=O)(=O)c2cccc(C(=O)NC3CCN(Cc4ccccc4)CC3)c2)cc1	.	0	0.2	-1.5	-0.2	-0.5	2	1.4	1
CCC(=O)Nc1cc(C)c(NC(=O)c2ccco2)cn1	-0.8	2	.	0.5	2.1	-0.8	9	-7.7	9
Cc1ccc2[nH]c(C)c(CCNCc3cccnc3)c2c1	2.5	1	0.6	-0.9	-5.1	-0.7	8	-1.0	-4
CN(C)c1nn(C(=O)Nc2cccc(C(F)(F)F)c2)cc1-c1ccccc1	2.8	-1	.	-3.5	0.2	0.0	-3	-0.3	0
Clc1ccc(CNc2cnccn2)cc1	-1.7	71*	0.7	-0.6	-1.6	0.5	7	-6.7	-5
O=C(NN=Cc1ccccc1Cl)c1ccc(-n2cnnn2)cc1	1.8	-1	0.0	-2.3	0.0	1.5	8	i	-2
O=C1NCN(c2ccccc2)C12CCN(C(c1ccccc1OC(F)(F)F)c1nnnn1Cc1ccccc1)CC2 (configuration not stated)	.	-6	1.2	-2.7	6.4	.	.	.	.
CC(=O)c1ccc(NC(=O)C2(c3ccccc3)CC2(Cl)Cl)cc1 (configuration not stated)	0.0	-3	1.4	-6.4	.	1.5	4	i	-4
CCC(=O)Nc1ccccc1C(=O)NC1CCCCC1	-0.4	1	2.9	-0.5	-0.7	-1.7	-1	i	-5
COC(=O)CCN(C(=O)c1ccc(N2CCCC2)c([N+](=O)[O-])c1)c1ccccn1	3.5	-6	0.5	-0.1	.	-2.6	5	i	2
O=C(CC1SC(=NCC2CCCO2)NC1=O)Nc1cccc2ccccc12 (configuration not stated)	-2.5	2	0.0	-0.9	0.0	-0.2	-2	-0.5	-4
Nc1ccc2c(C(F)(F)F)cc(C(F)(F)F)nc2n1	0.4	+	0.3	1.7	.	-1.2	12	1.1	9
COC12CCC3(CC1C(C)(O)C(C)(C)C)[C@H]1Cc4ccc(OC5OC(C(=O)O)[C@@H](O)C(O)[C@H]5O)c5c4[C@@]3(CCN1CC1CC1)C2O5 (some centres not stated)	.	3	-1.4	-3.0	-2.1	-1.3	8	-0.5	4

Among those listed so far, 3 contain a CF3 group:
SMILES	UGM FP inh	FBA Mtb inh	TcdB inh	FadD28 FP inh	Mtb BioA inh	PfHsp40 rescue	GDH-TPI inh	BH1578 lux ind	Yp Topo-I inh
CN(C)c1nn(C(=O)Nc2cccc(C(F)(F)F)c2)cc1-c1ccccc1	2.8	-1	.	-3.5	0.2	0.0	-3	-0.3	0
O=C1NCN(c2ccccc2)C12CCN(C(c1ccccc1OC(F)(F)F)c1nnnn1Cc1ccccc1)CC2 (configuration not stated)	.	-6	1.2	-2.7	6.4	.	.	.	.
Nc1ccc2c(C(F)(F)F)cc(C(F)(F)F)nc2n1	0.4	+	0.3	1.7	.	-1.2	12	1.1	9

Following part.
SMILES	UGM FP inh	FBA Mtb inh	TcdB inh	FadD28 FP inh	Mtb BioA inh	PfHsp40 rescue	GDH-TPI inh	BH1578 lux ind	Yp Topo-I inh
O=C(CCNS(=O)(=O)c1ccccc1F)N1CCN(C/C=C/c2ccccc2)CC1	-1.0	-1	1.4	-2.1	2.7	1.7	-6	i	14
CCC(C(=O)OCC(=O)N1CCN(c2ccc(OC)cc2)CC1)c1ccccc1 (configuration not stated)	-1.5	3	1.5	.	-2.3	1.0	9	i	30
COc1ccc(Oc2cccc(Cl)c2CNC(=O)CCCC(=O)O)cc1	-4.8	2	1.0	-2.1	-2.2	.	-6	i	6
COC(=O)c1cc(S(=O)(=O)NC2CCN(Cc3ccccc3)CC2)cn1C	0.2	4	.	0.5	0.8	2.5	-1	-0.8	3
CC(=O)NCC12CC3CC(C1)CC(C(=O)O)(C3)C2	3.1	1	.	-3.6	-1.1	-0.2	-13	-0.5	5
c1ccc(-c2cc(-c3ccccc3)[n+](-c3ccccc3)c(-c3ccccc3)c2)cc1	-0.5	5	0.4	-2.5	1.0	-0.5	15	-0.3	6
CCc1nn2c(N(C)CCO)cc(C)nc2c1-c1ccc(F)cc1	1.0	1	0.2	0.1	0.4	-1.4	0	i	-2
Cc1ccc(NC(=O)CN(C)C(=O)c2sc3cc(Cl)ccc3c2Cl)cc1	.	2	1.2	0.2	.	0.6	0	i	24
CCCCCCn1c(CN2CCN(C(=O)c3ccco3)CC2)nc2c1c(=O)n(C)c(=O)n2C	3.4	0	0.7	-1.4	3.8	1.3	1	-0.2	23
O=C1c2cccnc2C(=O)N1Cc1ccc(S(=O)(=O)N2CCOc3ccc(Cl)cc32)cc1	1.3	0	.	-0.2	-3.6	1.4	-6	-0.1	21
O=C(COC(=O)c1cc([N+](=O)[O-])ccc1N1CCOCC1)NCc1ccccc1	.	2	1.2	-1.3	-0.1	.	19	i	-10
CC(=O)Nc1ccc(NC(=O)C2CCCN2C(=O)Nc2ccc(F)cc2)cc1 (configuration not stated)	-0.8	-1	0.2	-3.1	0.3	-0.4	3	i	10
CCC1(C)NC(=O)N(CC(=O)N2N=C(c3ccccc3)CC2c2ccc(OC)cc2)C1=O (configuration not stated)	3.5	-1	0.2	-2.1	-9.0	0.2	9	i	5
CC(C)OC(=O)c1nnn(-c2nonc2N)c1CSc1ccccn1	2.2	-4	.	-0.6	1.7	-1.5	6	-0.3	-10
COCCNC(=O)c1cc(-c2ccccc2)nn1CC1CC(c2cccnc2)=NO1 (configuration not stated)	-0.7	10	.	-0.2	-0.3	-0.6	17	i	3
CC[n+]1c(-c2ccc(C)cc2)csc1Nc1c(C)n(C)n(-c2ccccc2)c1=O	-2.5	-4	-17	-1.8	0.0	0.2	2	-1.2	21
Cn1nc([N+](=O)[O-])nc1Oc1ccccc1N	3.4	-2	.	-1.0	.	-0.6	8	-0.4	2
O=C(O)c1ccc(-c2noc(-c3cccc(F)c3)n2)cc1	2.6	1	-0.7	-5.7	0.9	-1.6	-9	i	-4
CN(C)CCn1c(NCc2ccc3c(c2)OCO3)nc2ccccc21	0.7	1	-0.4	1.8	1.7	-1.6	13	i	1
CC1CCCCN1C(=O)COC(=O)Cc1c[nH]c2ccccc12 (configuration not stated)	-0.6	2	1.5	-3.3	2.7	-0.4	1	-3.3	-8
Cc1ccc(C(=O)NCCc2cccc(Cl)c2)cc1[N+](=O)[O-]	-1.5	-1	-0.7	-6.9	.	3.5	-1	-0.7	12
COc1ccc(-c2ccc(CN3C(CC(C)C)C(=O)N(Cc4cn(CCC5OCCO5)nn4)CCS3(=O)=O)cc2)cc1OC (configuration not stated)	.	5	1.0	-1.8	-4.0	.	0	-0.4	25
CN1CCN(C(=O)CCN2C(=O)/C(=C/c3ccccc3Cl)SC2=S)CC1	-4.8	-2	2.3	-0.9	0.6	-1.2	6	i	31
C[C@@H]1CN([C@@H](C)CO)C(=O)c2cccc(NC(=O)Nc3ccccc3)c2O[C@H]1CN(C)C(=O)Nc1cccc2ccccc12	0.5	13	0.5&2.8	-0.4	1.4&-2.4	1.8	12	0.0	-12
O=S(=O)(c1ccc(C2=CSC3=NCCN23)cc1)N1CCOCC1	-2.2	3	.	-2.2	-0.2	-0.1	0	i	1
C=C(CC)C(=O)c1ccc(OCC(=O)O)c(Cl)c1Cl	-1.0	-4	0.2	-5.7	1.4&1.4	12	8	i	-1
Cc1ccc(-c2cc(C(F)(F)F)n3nc(C(=O)N4CCN5CCCC5C4)cc3n2)cc1 (configuration not stated)	0.2	3	0.0	.	2.1	0.0	8	-0.3	26
CCOC(=O)CSc1nnc(CSc2nc3ccccc3s2)n1C	0.6	-2	1.0	-0.1	1.1	-1.0	1	1.8	14
CCN(CC(=O)Nc1c(F)cccc1F)C(=O)CCCSc1nc2ccccc2[nH]1	.	3	1.4	-3.1	-3.4	.	-2	-1.2	0
CCOC(=O)N1CCN(Cc2c(F)cccc2F)CC1	0.7	0	.	-0.2	0.7	-0.2	-7	i	0
CCOC(=O)[C@@H](NC(=O)CC[C@H]1O[C@@H](n2ccc(=O)[nH]c2=O)[C@H](O)[C@@H]1O)C(C)C	.	0	-0.2	-2.9	0.1	.	.	.	.
COC(=O)c1ccccc1NS(=O)(=O)c1ccc(O)c(C(=O)O)c1	-1.3	0	-2.5	-2.6	-1.1	-1.7	-9	-0.4	7
